Pf growth 96h = P. falciparum growth inhibition at 96 hours | P. falciparum luciferase reporter growth, 96 h | Potency, µM (doses to about 28.7 µM), without a hit: at the highest dose activity change, negative = inhibition, most hits filed as inhibitors | hit rate 6.9% among 320,000
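Two parasite generations (96 h, 37 C, 5% CO2) of compound exposure in infected erythrocytes (0.05% parasitemia, 2% hematocrit). Luciferase-reporter P. falciparum; decreased luminescence indicates inhibited growth, aimed at apicoplast-acting delayed death.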
HCV inhibitor = blocks hepatitis C virus; Potency, µM (doses to about 41.8 µM), for the others: at the highest dose activity change, negative = inhibition, usual class: inhibitors; hit rate 3.4% among 340,000; AID 651820; Huh7.5.1 HCVcc-Cre infection, luciferase reporter, 44 h
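Infectious HCVcc-Cre (~0.5 moi) was added to cells just after compound, with cells seeded 4 h earlier at 1,000 per well. Luciferase activity after 44 h culture reported infection; substrate was incubated 15 min at room temperature before reading.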
Pf growth 48h = P. falciparum growth inhibition at 48 hours (one generation) | Potency, µM (series often up to 28.7 µM), inactives show top-dose activity change, negative = inhibition, usual class: inhibitors | AID 504832 | hit rate 5.9% among 310,000 | P. falciparum luciferase growth in erythrocytes, 48 h
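Parasite viability was followed by luminescence of a genomically integrated firefly luciferase. Cultures held 0.1% parasitemia at 2% hematocrit (final), incubated under 5% CO2 at 37 C.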
LmPK inh = inhibitors of Leishmania mexicana pyruvate kinase; Potency, µM (titrated, usually from 57.5 µM), inactives show at the top dose activity change, negative = inhibition, hits mostly inhibitors; Q27686; hit rate 0.37% among 290,000; purified LmPK, Kinase-Glo ATP luminescence, 1 h; AID 1721
Target sequence (Q27686 whole entry, looked up): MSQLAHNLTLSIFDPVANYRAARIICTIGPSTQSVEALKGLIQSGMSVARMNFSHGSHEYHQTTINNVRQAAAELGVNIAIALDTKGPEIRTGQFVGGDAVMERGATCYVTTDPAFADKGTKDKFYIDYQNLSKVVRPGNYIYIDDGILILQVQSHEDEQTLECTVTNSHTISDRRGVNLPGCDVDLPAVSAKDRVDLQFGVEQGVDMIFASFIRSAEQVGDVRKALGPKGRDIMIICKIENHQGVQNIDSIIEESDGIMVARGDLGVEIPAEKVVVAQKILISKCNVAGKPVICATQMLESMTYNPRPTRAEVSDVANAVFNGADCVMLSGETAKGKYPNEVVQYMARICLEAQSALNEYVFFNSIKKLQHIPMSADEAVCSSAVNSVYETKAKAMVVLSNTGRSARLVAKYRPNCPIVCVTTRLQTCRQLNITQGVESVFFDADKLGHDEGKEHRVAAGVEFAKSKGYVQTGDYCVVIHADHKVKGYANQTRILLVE
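Purified LmPK (0.1 nM) converted ADP (0.1 mM) to ATP with PEP (0.5 mM) in imidazole buffer pH 7.2 with KCl and MgCl2, 1 h at room temperature. ATP was read by Kinase-Glo luminescence; data normalized to uninhibited and no-enzyme controls.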
Tb PYK inh = blocks Trypanosoma brucei pyruvate kinase; TbPYK enzyme, Kinase-Glo Plus ATP luminescence, 45 min; Potency, µM (doses to about 76.8 µM), inactives show at the highest dose activity, negative = inhibition, hits mostly inhibitors; hit rate 0.12% among 410,000; AID 624173; further: nearly all actives have a fitted effect of over 50% in size
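ADP (130 uM final) triggers the TbPYK reaction after compound addition; incubation is 45 min at room temperature. Kinase-Glo Plus is then added and luminescence imaged. Normalized data are fitted to concentration-effect curves.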
Sm TGR block = inhibitors of Schistosoma mansoni thioredoxin glutathione reductase. Q962Y6. purified TGR, DTNB reduction, TNB absorbance 405 nm. Potency, µM (highest dose often 114 µM), for the others: at the top dose activity change, negative = inhibition, usual class: inhibitors. hit rate 3% among 360,000. AID 485364; further: nearly all actives have a fitted effect of over 60% in size
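First, TGR (20 nM dispensed) and NADPH were mixed with compound. Second, a 15 min room-temperature incubation followed. Third, further NADPH and then DTNB were added to start the reaction. Finally, TNB absorbance was monitored kinetically.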
* = called active by the depositor; ? = inconclusive; . = not tested or not shown; & = joins results of further samples; [ ] = another dose, or the depositor's remark. The call rests on the fitted dose curve; in most records, active means well fitted curve in the direction sought with a large enough effect; inconclusive means small, poorly fitted or top-dose-only effect, or another doubt; inactive means no such curve, though single readings can be large; an effect the other way counts as inactive or inconclusive. On the % scale 0 is the no-effect control and ±100 the full control effect; potency means the concentration at half of the fitted maximal effect. Compounds as they come; any-hit rate near 16%.

molecule,HCV inhibitor,Tb PYK inh,Pf growth 48h,Sm TGR block,Pf growth 96h,LmPK inh
Cc1cc(=O)n2c3ccccc3n(CC(O)CN3CCCC3)c2c1C#N (stereo unspecified),2µM*,0%,?,-1%,?,1%
CCCc1nnc(SCC(=O)N2C(C)CCCC2C)n1CC1CCCO1 (stereo unspecified),26%,0%,2%,22%,-3%,-1%
CCC(Cc1ccccc1)NS(=O)(=O)c1ccc2c(c1)NC(=O)CS2 (stereo unspecified),-29%,17%,3%,-15%,?,8%
CN(c1ccccc1)C(c1ccc(F)cc1)c1nnnn1C1CCCC1 (stereo unspecified),3%,4%,?,4%,.,1%
CCc1cccc(C)c1NC(=O)CSc1nc(C)c(C)o1,-1%,7%,69%[activator],1%,38%[activator],-4%
COc1ccccc1C(=O)Nc1ccc2nc3n(c(=O)c2c1)CCCC3,-22%,4%,?,?,0.52µM*,-1%
COc1cc2c(cc1NCc1ccccn1)oc1ccccc12,?,-4%,23%,3%,.,1%
COC(=O)c1cc2n(n1)CCN(Cc1ccccc1F)C2=O,-13%,6%,0%,16%,6%,1%
CC(Sc1nc2c(cc1C#N)CCCCC2)C(=O)O (stereo unspecified),17%,-7%,8%,4%,26%,-3%
CC(C)NS(=O)(=O)c1ccc(OCC(=O)N2CCCC2)c(Cl)c1,-10%,2%,-1%,2%,.,-3%

Reprinted from the part before: 2 compounds, followed by the next part.
molecule,HCV inhibitor,Tb PYK inh,Pf growth 48h,Sm TGR block,Pf growth 96h,LmPK inh
CC(Sc1nc2c(cc1C#N)CCCCC2)C(=O)O (stereo unspecified),17%,-7%,8%,4%,26%,-3%
CC(C)NS(=O)(=O)c1ccc(OCC(=O)N2CCCC2)c(Cl)c1,-10%,2%,-1%,2%,.,-3%
O=C(NC1CC1)c1cccc(Nc2ccc(-c3ccc4c(c3)OCCO4)nn2)c1,10µM*,-11%,?,-9%,13%[5.75 µM],-15%
CN(CC(=O)Nc1ccc(Cl)c(C(F)(F)F)c1)C(=O)CCNC(=O)c1ccco1,-21%,2%,10µM*,-5%,-25%,.
O=C(Nc1ccc(F)cc1)Nc1ccccc1NS(=O)(=O)c1cccs1,1%,6%,9%,7%,27%,6%
CC1CCN(Cc2csc(N)n2)CC1,12%,-12%,16%,1%,.,5%
Cc1cc(C)n2nc(C(=O)NC(c3ccccc3)c3ccccc3)nc2n1,?,-5%,0%,-8%,10%,0%
Cc1ccc(N(C(=O)c2snc(C(N)=O)c2N)C(C(=O)NC2CCCC2)c2ccc(C)o2)cc1 (stereo unspecified),?,-3%,10µM*,-11%,?,-7%
Nc1ccccc1-[n+]1c(-c2ccccc2)cc(-c2ccccc2)cc1-c1ccccc1,-6%,-7%,4.7µM*,5%,2.1µM*,1%
CN(CCOc1ccc(Br)cc1)CC(O)COc1ccc(C#N)cc1 (stereo unspecified),?,-1%,2%,-7%,0%,-2%
O=C(COC(=O)c1ccc(Cl)c([N+](=O)[O-])c1)NC1CCCC1,20%,-7%,10%,-5%,-4%,3%
CCCCC(=O)Nc1nnc(SCC(=O)NC2CC2)s1,10%,?,1%,3%,?,-16%

Whole records, quoted from the list.
`O=C(NC1CC1)c1cccc(Nc2ccc(-c3ccc4c(c3)OCCO4)nn2)c1` as listed: HCV inhibitor: 10µM*; Tb PYK inh: -11%; Pf growth 48h: ?; Sm TGR block: -9%; Pf growth 96h: 13%[5.75 µM]; LmPK inh: -15%
`CC1CCN(Cc2csc(N)n2)CC1` as listed: HCV inhibitor: 12%; Tb PYK inh: -12%; Pf growth 48h: 16%; Sm TGR block: 1%; Pf growth 96h: .; LmPK inh: 5%
`O=C(COC(=O)c1ccc(Cl)c([N+](=O)[O-])c1)NC1CCCC1` as listed: HCV inhibitor: 20%; Tb PYK inh: -7%; Pf growth 48h: 10%; Sm TGR block: -5%; Pf growth 96h: -4%; LmPK inh: 3%

The list goes on.
molecule,HCV inhibitor,Tb PYK inh,Pf growth 48h,Sm TGR block,Pf growth 96h,LmPK inh
CC(C)(C)C1CCc2c(C(=O)NNC(=O)CCC(=O)O)csc2C1 (stereo unspecified),5%,-3%,3%,-3%,-18%,-6%
CCN(CC)C(=O)CCc1nc2sc3c(c2c(=O)[nH]1)CCCC3,-5%,-3%,-13%,1%,.,-4%
O=C(NCCS(=O)(=O)N1CCN(Cc2ccccc2)CC1)c1ccc(F)cc1,0%,5%,2%,0%,15%,.
COc1ccccc1C(c1nnnn1C(C)(C)C)N1CCCCCC1 (stereo unspecified),1%,-6%,8.3µM*,?,.,1%
CC(C)Sc1nc2ccccc2n1CC(=O)NCc1ccc2c(c1)OCO2,.,3%,?,8%,?,1%
COc1ccc(-c2noc(N3CCC(C(=O)N4CCN(c5ccccn5)CC4)CC3)n2)cc1,4.5µM*,-2%,?,15%,?,2%
Cc1nn(-c2ccccc2)c(Cl)c1C(=O)OCC(=O)N(C)c1c(N)n(Cc2ccccc2)c(=O)[nH]c1=O,?,7%,-91%,-11%,?,.
CCCCSc1nnc2n(CCc3ccccc3)c(=O)c3c4c(sc3n12)COC(C)(C)C4,17%,-3%,-6%,1%,1.7µM*,4%
O=C(CN(Cc1cccs1)C(=O)CNS(=O)(=O)c1ccc(F)cc1)NCc1ccco1,-8%,0%,0%,0%,12%,2%
CSc1ncccc1C(=O)OCC(=O)N(C)C1CCS(=O)(=O)C1 (stereo unspecified),0%,7%,2%,-18%,.,-11%
NC(=S)n1[nH]c(-c2ccccc2)c(N=Nc2ccccc2C(=O)N2CCOCC2)c1=O,-25%,-6%,8%,-3%,?,6%
COc1ccccc1NC(=O)N[C@@H](Cc1c[nH]c2ccccc12)C(=O)NN,7%,-2%,?,-10%,?,1%
CCOc1ncccc1C(=O)N(CC)CC(=O)NCc1ccc(Cl)cc1,-30%,2%,18%,7%,-7%,4%
O=C(c1ccc(Cl)c(Cl)c1)N1CCC(=O)N(C(COCc2ccc(Cl)cc2)Cc2ccccc2)CC1 (stereo unspecified),?,-1%,?,-3%,?,0%
O=C(C1CCN(S(=O)(=O)c2ccccc2)CC1)N1CCc2ccccc21,-1%,-3%,25%,?,?,-3%
CSc1ncccc1C(=O)NC1CCCCCC1,4%,1%,53%[activator],-6%,16%,0%
COc1ccc(NC(=O)c2sccc2C)c([N+](=O)[O-])c1,-8%,-3%,42%[activator],17%,-2%[5.75 µM],-9%
Cc1ccc(S(=O)(=O)CCc2nc3ccccc3n2CCC#N)cc1,?,6%,-20%,?,.,-2%
CCC(C)(C)NC(=O)c1ccc2c(c1)S(=O)(=O)c1ccccc1C2=O,?,-1%,?,-5%,-25%,10%
O=[N+]([O-])c1ccc(-c2nc3ccc([N+](=O)[O-])cc3[nH]2)cc1,?,-1%,?,0%,?,3%
CC1CCCCC1NC(=O)Cn1nnc2ccccc2c1=O (stereo unspecified),19%,3%,-21%,-1%,18%,3%
Cn1c(=O)[nH]c(=O)c2c1nc(N1CCN(C(c3ccccc3)c3ccccc3)CC1)n2CCO,10µM*,-1%,?,2%,?,-3%
COc1ccccc1N1CCN(Cc2cnc(-c3ccccc3)[nH]2)CC1,3%,3%,-15%,3%,?,5%
CCc1nc(N)c(C#N)c(-c2cccc3ccccc23)c1C,-3%,-2%,?,1%,?,0%
Cc1ccc(C)c(NC(=O)NC2CCCCCCC2)c1,-9%,-10%,-7%,0%,?,1%
COC(=O)c1c(N)n(Cc2ccc(OC)cc2)c2nc3ccccc3nc12,?,-1%,?,-8%,7%[5.75 µM],3%
COc1ccccc1NC(=O)c1cccc(S(=O)(=O)N2CCN(Cc3ccccc3)CC2)c1,10µM*,2%,?,-2%,12µM*,.
COc1ccc(CCNC(=O)CCSc2nc(-c3ccco3)cc(C(F)(F)F)n2)cc1,?,-2%,?,-4%,-27%,1%
CCOC(=O)N1CCN(C(=O)c2nc3ccccc3s2)CC1,11%,2%,64%[activator],-12%,?,-2%
CC(C)Oc1cccc(C(=O)C2CCCN(C3CCOCC3)C2)c1 (stereo unspecified),-2%,0%,18%,-22%,-13%,1%
Cc1cc(OCC#N)nc(N)n1,6%,-1%,3%,4%,?,2%
Cc1cccc(NC(=O)Nc2ccc(C)c(C)c2)n1,-5%,-3%&1%,179%[activator],8%&-19%,.,2%
Cc1cccc(NS(=O)(=O)c2csc(C(N)=O)c2)c1C,-10%,-4%,?,0%,7%,-1%
Cc1nc2ncc(Br)cc2[nH]1,24%,-6%,9%,5%,5%,4%
CCOC(=O)C1CCN(C(=O)c2ccccc2NC(=O)c2ccc(Br)cc2)CC1,21%,0%,?,1%,24%,2%
O=[N+]([O-])c1ccc(S(=O)(=O)N2CCC3(CC2)OCCN3S(=O)(=O)c2cccs2)cc1,11%,-1%,?,-8%,?,.
Cc1ccc(N2C(=O)C3C4C=CC(CNC(=S)Nc5ccc(Cl)cc5)(O4)C3C2=O)cc1 (stereo unspecified),?,-19%,-13%,7.1µM*,?,3%
Cc1cc(C)c(C)c(S(=O)(=O)N2CCNCC2)c1C,-18%,3%,14%,6%,2%,3%
Cc1ccc(SCc2cc(=O)c3c(=O)n(-c4ccccc4)[nH]c3[nH]2)cc1,25%,2%,3%[5.75 µM],-35%,9.3µM*,0%
COc1cccc(/C=N\NC(=O)c2sc(N)nc2C)c1OC,-4%,-23%,-3%,0%,.,-4%
Cc1c(OCC(=O)NC(Cc2ccc(Cl)cc2)C(=O)O)ccc2c1oc(=O)c1ccccc12 (stereo unspecified),7%,-5%,-2%,5%,-17%,0%
COc1ccc(C(=O)N2CCN(C3CCN(Cc4ccccc4)CC3)CC2)cc1OC,-26%,1%,.,1%,-36%,-4%
CC1(C)CNC(=O)C=C(c2ccccc2)C1,-5%,0%,-3%,1%,?,3%
CS(=O)(=O)N1CCN(c2ccccc2NC(=O)c2cccnc2Cl)CC1,8%,-6%,.,3%,-21%,2%
CC(C)CNC(=O)CN1c2cccc3cccc(c23)S1(=O)=O,-3%,0%,0%,-15%,-1%,-6%
Cc1ccc2c(C(=O)CSc3ccccc3)c(C)[nH]c2c1,7%,-2%,37%[activator],-6%,37%[activator],-4%
CCc1ccccc1NC(=O)CN1CCN(C(=O)CN2C(=O)NC3(CCCC3)C2=O)CC1,-9%,-3%,?,-2%,-6%,.
COc1ccc(CCNC(=O)c2cc(S(=O)(=O)N3CCOCC3)ccc2F)cc1,0%,3%,?,-3%,?,.
CC(C)NS(=O)(=O)c1ccc(OCC(=O)N2CCCC2)cc1,20%,-6%,-18%,4%,?,-5%
CCOC(=O)Cc1csc(NC(=O)c2ccc(Br)cc2)n1,?,-5%,21%,-48%,14%,7%

(next part)
molecule,HCV inhibitor,Tb PYK inh,Pf growth 48h,Sm TGR block,Pf growth 96h,LmPK inh
COc1ccccc1N(CC(=O)NCCc1ccccc1)S(C)(=O)=O,-2%,4%,0%,-2%,-23%,0%
O=C1c2ccccc2C(=O)C12OC2c1ccc(Cl)cc1 (stereo unspecified),7%,.,-7%,-23%,-2%,-2%
CC(C)(C)c1ccc(C(=O)NCc2nnc(SCC(=O)NC3CCCCC3)o2)cc1,8%,-6%,-21%,-28%,-28%,8%
Cc1cccc(C(=O)N=c2sccn2C)c1[N+](=O)[O-],-15%,1%,71%[activator],?,69%[activator],-3%
